# Screening results deposited in PubChem BioAssay by Broad Institute.
# Casp6 inh: caspase-6 (human) enzyme inhibition; P55212; purified caspase-6, Z-VEID-R110 cleavage fluorescence; inhibition, % at 12.5 µM; 350,000 compounds, 0.53% hits;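 active means mean inhibition across replicates at least about 35%, with every replicate also reaching that limit, limit read from the data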;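 further: 0% = median of neutral control wells and 100% = no fluorescence left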
# Target sequence (P55212 24-179 limits assumed): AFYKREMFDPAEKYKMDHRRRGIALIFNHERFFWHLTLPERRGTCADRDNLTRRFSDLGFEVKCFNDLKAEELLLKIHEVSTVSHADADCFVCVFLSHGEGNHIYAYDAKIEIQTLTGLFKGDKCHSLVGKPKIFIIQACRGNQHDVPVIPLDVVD
# Target sequence (P55212 194-293 limits assumed): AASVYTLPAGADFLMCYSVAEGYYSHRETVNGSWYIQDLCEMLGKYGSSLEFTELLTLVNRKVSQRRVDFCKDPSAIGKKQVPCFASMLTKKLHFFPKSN
# PGC1a acetyl inh: PGC1a acetylation modulation, inhibitor mode. inhibition, % at 15.6 µM. 350,000 compounds, 0.17% hits. U2OS PGC1a acetylation, AlphaScreen anti-acetyl-lysine; with virally co-expressed GCN5 acetyltransferase;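 active means every replicate shows inhibition of at least 40%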;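 further: 0% = neutral control wells and 100% = positive control wells; some results beyond the cut were filed as inactive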
# FN deposit inh: fibronectin deposition inhibition. AID 743247. 350,000 compounds, 0.086% hits. AH1F fibroblasts, Alexa488-fibronectin deposition fluorescence, overnight. inhibition, % at 12.6 µM;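 active means mean inhibition across replicates of 30% or more, regardless of how many single replicates reach that level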;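 further: positive control wells lacked labelled fibronectin entirely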
#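 Material – AH1F fibroblast monolayer, labelled fibronectin deposition · Reagent – labelled fibronectin 24 nM · Timing – 1 h adhesion, overnight exposure · Measured by – fluorescence at 485 nm excitation, 525 nm emission · Read-out – inhibition of fibronectin deposition signal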
# PAX8 reporter: PAX8 transcriptional activity inhibition; RMG-I TPO-luciferase reporter, SteadyGlo, 24 h; inhibition, % at 12.6 µM; 360,000 compounds, 1.2% hits;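 active means mean replicate inhibition at least 60% with every replicate also reaching 60%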;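 further: luciferase light reporting Pax8 driven TPO promoter activity; plate controls were median of neutral control wells for no effect and mitoxantrone controls for full effect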
# LGR2 inh: Drosophila LGR2 receptor signaling inhibition; HEK293 LGR2, CRE-luciferase, bursicon-stimulated, 4 h; inhibition, % at 9.99 µM; 380,000 compounds, 0.35% hits; AID 720647;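 active means drop in luminescence signal, shown as inhibition above about 50% in the replicate tests, limit read from the data, passing the limit was not always enough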;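 further: agonist challenge used bursicon conditioned medium at about half maximal strength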
# miR-122 sensor: miR-122 inhibition in Huh7 cells; Huh7 miR-122 Renilla luciferase sensor, 48 h; neutral wells = 0, positive control = 100; activation (reporter increase), % at 12.5 µM; 340,000 compounds, 0.3% hits;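 active means mean replicate activation score at least 90 and every replicate individually at or above 90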;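 further: higher luciferase means less miR-122 activity so hits act as miR-122 inhibitors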
# EWS-Fli inh: blocks EWS/Fli oncoprotein-driven transcription | A673 NR0B1-luciferase reporter, viability-normalised | inhibition, % at 12.6 µM | 350,000 compounds, 0.67% hits;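 active means mean inhibition of at least 50% after viability correction, with every replicate also passing that limit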;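 further: firefly luciferase signal divided by Alamar Blue viability fluorescence both relative to DMSO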
# Cneo AK release: Cryptococcus neoformans lysis via adenylate kinase release; lysis activity, % at 15 µM; 360,000 compounds, 0.2% hits; AID 651654; C. neoformans lysis, adenylate kinase release luminescence, 4 h; normalised: neutral wells 0, clomiphene wells 100;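 active means mean lysis activity across replicates of at least 80%, whatever share of replicates individually reach that level; inactive means mean lysis activity below 80%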
#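 Material: C. neoformans cells; Schedule: 4 h static compound exposure, 37 °C, read 1 h post-reagent; Measured by: adenylate kinase release luminescence; Read-out: signal increase indicating cell lysis; Controls: Clomiphene as positive lysis control.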
# Active calls of the source: *; nt = not tested or not shown; [ ] = remark or other dose.
# Start of the listing, in advance (2 entries):
SMILES,Casp6 inh,PGC1a acetyl inh,FN deposit inh,PAX8 reporter,LGR2 inh,miR-122 sensor,EWS-Fli inh,Cneo AK release
COc1ccc(S(=O)(=O)N(C)C[C@H]2OCCCC[C@@H](C)Oc3ccc(NC(=O)Nc4cccc5ccccc45)cc3C(=O)N([C@@H](C)CO)C[C@@H]2C)cc1,-4,-2,nt,4,10,2[16.7 µM],-8,0
CSc1ccc(NC(N)=S)cc1,2,nt,nt,5,7,nt,8,nt

# All compounds of this part, from the first entry:
SMILES,Casp6 inh,PGC1a acetyl inh,FN deposit inh,PAX8 reporter,LGR2 inh,miR-122 sensor,EWS-Fli inh,Cneo AK release
COc1ccc(S(=O)(=O)N(C)C[C@H]2OCCCC[C@@H](C)Oc3ccc(NC(=O)Nc4cccc5ccccc45)cc3C(=O)N([C@@H](C)CO)C[C@@H]2C)cc1,-4,-2,nt,4,10,2[16.7 µM],-8,0
CSc1ccc(NC(N)=S)cc1,2,nt,nt,5,7,nt,8,nt
O=C(c1ccc(F)cc1F)N1CCCC(c2nc(-c3ccc(F)cc3)no2)C1 (stereo unspecified),-2,nt,-7,7,4,-1,-16,1
CCN(CC)CCNC(=S)Nc1ccc2nc(N3CCN(C)CC3)cc(C)c2c1,-52,0,17,-28,7,-24,22,-8
C[C@H](CO)N1C[C@H](C)[C@@H](CN(C)C(=O)NC2CCCCC2)Oc2ccc(NS(=O)(=O)c3ccc(F)cc3)cc2CC1=O,-1,4,nt,14,18,-1[16.7 µM],10,50
COc1ccc(S(=O)(=O)N(CC(=O)NCc2cccnc2)c2ccc(C)cc2)cc1OC,-2,nt,-1,16,-4,nt,3,-3
COc1ccc(S(=O)(=O)Nc2ccc3c(c2)CC(=O)N([C@H](C)CO)C[C@@H](C)[C@H](CN(C)C(=O)Nc2ccc4c(c2)OCO4)O3)cc1,0,-6,nt,12,11,-1[16.7 µM],-3,-1
CC(=O)CC(=O)Nc1ncc(C(F)(F)F)cc1Cl,1,3,-7,-2,22,2,-2,nt
COC(=O)Cc1cc(OC)c(OC)cc1S(=O)(=O)N(C)C,-1,nt,-8,13,-16,nt,0,nt
CC(C)(C)c1cc[n+](-c2[nH]c(=O)sc2/C=N/N=C(\[O-])c2cccnc2)cc1,1,-10,-1,-8,8,-3,nt,0
CO[C@@H]1CN(C)C(=O)c2ccc(NC(C)=O)cc2OC[C@H](C)N(CCc2ccccc2)C[C@@H]1C,nt,-6,-2,nt,-2,-3[16.7 µM],-2,-3
O=C(C[C@H]1C[C@@H]2c3cc(NS(=O)(=O)c4ccc(F)cc4)ccc3O[C@@H]2[C@H](CO)O1)NC1CCCC1,-2,5,2,-11,-6,2[16.7 µM],6,0
Cc1ccc(C)n1-c1ccc(N(C)C)cc1,2,nt,-1,-13,nt,nt,-6,nt
CCOc1ccc2nc(N/C(N)=N/C(=S)Nc3ccc(OC)cc3)nc(C)c2c1,-2,3,-2,9,-14,-2,8,0
O=C(N[C@H]1CC[C@@H](CCNS(=O)(=O)c2ccc(F)cc2)O[C@H]1CO)c1ccccn1,-2,8,nt,-22,-10,nt,4,-4
COc1ccc(CCn2nnc3ccccc3c2=O)cc1OC,3,nt,0,-99,nt,-6,-87,0
O=C(C[C@@H]1C[C@H]2c3cc(NC(=O)c4ccc5c(c4)OCO5)ccc3O[C@H]2[C@@H](CO)O1)NCCN1CCCCC1,-48,-5,nt,-18,-10,-5[16.7 µM],-8,58
CCCC#Cc1cnc2c(c1)C(=O)N([C@@H](C)CO)C[C@H](C)[C@H](CN(C)C(=O)c1ccccc1)O2,-1,-4,-8,-34,-12,22[16.7 µM],1,-3
Cc1ccc(C(=O)NC(=S)N2CCCC2)cc1,1,-5,9,-8,-2,4,nt,2
COc1ccc(OC)c(N(CC(=O)Nc2cccnc2)S(C)(=O)=O)c1,nt,-5,6,nt,nt,-3,nt,1
O=C(c1ccc2ccccc2n1)N1CCN(c2ccccc2Cl)CC1,-2,-2,5,-31,-121,nt,-70,nt
O=C(c1snnc1-c1ccccc1)N1CCOCC1,0,17,0,13,-2,-2,0,nt
CCOCCn1c(CN(C)Cc2ccccc2)nc2c1c(=O)n(C)c(=O)n2C,-4,0,3,nt,-7,5,-2,0
COc1ccc(/C(C)=N/N2CCOCC2)c(O)c1,1,-2,0,6,-20,11,-8,-1
N=c1c2ccccc2nc2n1CCCCC2,-1,6,-8,1,nt,nt,1,-1

# Ordered by molar mass (smallest number first): some entries from above
SMILES,Casp6 inh,PGC1a acetyl inh,FN deposit inh,PAX8 reporter,LGR2 inh,miR-122 sensor,EWS-Fli inh,Cneo AK release
CSc1ccc(NC(N)=S)cc1,2,nt,nt,5,7,nt,8,nt
O=C(c1ccc2ccccc2n1)N1CCN(c2ccccc2Cl)CC1,-2,-2,5,-31,-121,nt,-70,nt
COc1ccc(OC)c(N(CC(=O)Nc2cccnc2)S(C)(=O)=O)c1,nt,-5,6,nt,nt,-3,nt,1
CO[C@@H]1CN(C)C(=O)c2ccc(NC(C)=O)cc2OC[C@H](C)N(CCc2ccccc2)C[C@@H]1C,nt,-6,-2,nt,-2,-3[16.7 µM],-2,-3

# 4 of the entries above in order of the LGR2 inh value, high to low:
mol,LGR2 inh
COc1ccc(S(=O)(=O)N(C)C[C@H]2OCCCC[C@@H](C)Oc3ccc(NC(=O)Nc4cccc5ccccc45)cc3C(=O)N([C@@H](C)CO)C[C@@H]2C)cc1,10
O=C(c1snnc1-c1ccccc1)N1CCOCC1,-2
O=C(C[C@@H]1C[C@H]2c3cc(NC(=O)c4ccc5c(c4)OCO5)ccc3O[C@H]2[C@@H](CO)O1)NCCN1CCCCC1,-10
COc1ccc(/C(C)=N/N2CCOCC2)c(O)c1,-20

# (further entries)
SMILES,Casp6 inh,PGC1a acetyl inh,FN deposit inh,PAX8 reporter,LGR2 inh,miR-122 sensor,EWS-Fli inh,Cneo AK release
O=C(NCCCN1CCOCC1)c1cc2c(s1)-c1ccccc1OC2,-4,-15,2,-10,-13,0,nt,2
COc1ccc(C(=O)OCC(=O)NC2CC2)cc1,-1,-4,7,-8,10,0,0,0
O=C(C[C@@H]1C/C=C\C[C@@H](Cc2ccc(F)cc2)C(=O)OC[C@@H]2CCCN2C1=O)N[C@H](CO)Cc1ccccc1,2,nt,-1,-21,-14,-3,3,-1
O=C(NCC1CCCN1S(=O)(=O)c1cccs1)C(=O)Nc1ccccc1Cl (stereo unspecified),-10,4,nt,-22,5,-7,-7,-3
COc1ccc(/C(C)=N/NC(=O)CNC(=O)/C=C\c2ccccc2)c(OC)c1,0,4,10,3,-20,-7,nt,-7
COc1ccc(C(=O)Cn2nnc(-c3ccccc3NC(=O)C(F)(F)F)n2)cc1,nt,-3,-1,18,nt,-14,nt,1
NCCCn1c(C(=O)c2cc(Cl)c(N)c(Cl)c2)c2ccc([N+](=O)[O-])cc2[n+]1[O-],5,54*,-6,70*,18,-7,55*,2
Cn1cc(S(=O)(=O)NC(c2ccccc2)c2ccccc2)c(=O)n(C)c1=O,-1,6,-3,-16,-3,4,0,-2
CC1=NN(c2ccccc2C)C(=O)C1,0,-6,1,2,-21,-6,8,-3
C[C@H](CO)N1C[C@H](C)[C@@H](CN(C)C(=O)CN(C)C)Oc2cc(C3=CCCCC3)ccc2S1(=O)=O,-1,-18,-4,nt,5,1[16.7 µM],-11,-1
COc1ccccc1NC(=S)N1CCN(C(=O)c2ccco2)CC1,nt,2,-8,-1,nt,-6,nt,1
CCOC(=O)c1csc(NC(=O)c2ccccc2)n1,-1,12,-9,-182,-51,-7,4,-5
CN(C)C(=O)c1ccc(NC(=O)CSc2nnc(-c3ccc4c(c3)OCO4)o2)cc1,-2,6,3,-12,-11,-1,-11,0
N#Cc1ccccc1Sc1ccccc1C(=O)OCC(=O)NC1CCS(=O)(=O)C1 (stereo unspecified),-1,nt,-3,-4,2,nt,-4,nt
COc1cccc(S(=O)(=O)N[C@@H]2C=C[C@@H](CC(=O)NCc3ccccc3)O[C@@H]2CO)c1,-3,3,nt,15,2,nt,-3,-1
Cc1cccc(N2CCN(C(=S)NCCc3ccccc3)CC2)c1C,nt,5,-1,-11,8,4,nt,1
COC[C@@H]1CCCN1[C@@H]1CS(=O)(=O)N[C@H]1COCc1ccccc1,-1,5,5,-20,-12,-4,-9,7
COc1ccc(S(=O)(=O)NCc2ccncc2)cc1NC(=O)c1ccccc1C,-4,nt,-6,nt,-8,nt,4,nt
Cc1ccc(S(=O)(=O)N2CCN(C(=O)COC(=O)c3c(C)noc3C)CC2)c(C)c1,-3,7,-2,-3,7,-2,0,-4
CC(=O)c1ccc(OCC(=O)N2CCN(S(=O)(=O)c3ccc(C)cc3C)CC2)cc1,2,-3,2,nt,-6,-6,8,3
O=C(COC(=O)c1ccc(Cl)cc1[N+](=O)[O-])NCc1ccco1,5,6,4,6,nt,7,9,1
COc1cc2c(cc1NC(=S)NC(=O)/C=C/c1ccc(OC)c(OC)c1)oc1ccccc12,-2,nt,27,-2,-10,nt,-11,nt
COc1ccc(-c2nc(NC(=O)C3CC(=O)N(c4ccc5c(c4)OCCO5)C3)sc2C)cc1 (stereo unspecified),-4,nt,11,23,-20,nt,47,nt
CCNC(=O)CN(c1ccc(OC)c(OC)c1)S(=O)(=O)c1ccccc1,nt,13,5,0,nt,1,nt,1
O=C(O)CSc1ncnc2sc3c(c12)CCCC3,8,4,-1,12,13,-5,0,-1

# (list continues)
SMILES,Casp6 inh,PGC1a acetyl inh,FN deposit inh,PAX8 reporter,LGR2 inh,miR-122 sensor,EWS-Fli inh,Cneo AK release
COc1ccc(N(CC(=O)Nc2cccc(F)c2)S(=O)(=O)c2c(C)[nH]c(=O)[nH]c2=O)cc1,4,10,5,10,-8,nt,5,3
O=C(/C(=C/c1cccnc1)n1ccnc1)c1ccc(Cl)cc1Cl,-3,-1,5,-4,9,nt,-7,nt
Cc1noc(C)c1NC(=O)Nc1ccc2c(c1)CC(=O)N([C@H](C)CO)C[C@@H](C)[C@H](CN(C)S(=O)(=O)c1ccc(Cl)cc1)O2,4,-2,nt,5,7,0[16.7 µM],3,-16
O=C(c1ccc(S(=O)(=O)N2CCCC2)cc1)N1CCCCCC1,0,-2,11,23,-2,-7,4,0
COC(=O)c1ccc(N=Cc2c(-c3ccccc3)[nH][nH]c2=O)cc1,-2,nt,1,24,14,nt,4,nt
Cc1nn(-c2ccccc2)c(Cl)c1C(=O)NCC(C)c1ccccc1 (stereo unspecified),1,-14,0,-52,-18,9,-25,2
CC(C)c1ccc(NC(=O)Nc2nc(C(N)c3ccccc3)cs2)cc1 (stereo unspecified),-6,0,-4,-8,94*,nt,1,3
CCCCn1c(N2CCC(Cc3ccccc3)CC2)nc2c1c(=O)[nH]c(=O)n2C,nt,11,nt,nt,8,-10,nt,-1
O=C(Nc1ccccc1F)N1CC(=O)N2[C@H](CO)[C@@H](c3ccc(C#Cc4ccccc4)cc3)[C@H]2C1,-2,-5,nt,-75,3,nt,4,nt
O=C(Nc1ccc(N2CCCC2)cc1)c1cccc(Cl)c1,-2,3,18,-63,-20,-6,9,-1

# 3 records drawn at random from the list so far, as already listed:
SMILES,Casp6 inh,PGC1a acetyl inh,FN deposit inh,PAX8 reporter,LGR2 inh,miR-122 sensor,EWS-Fli inh,Cneo AK release
COC(=O)c1ccc(N=Cc2c(-c3ccccc3)[nH][nH]c2=O)cc1,-2,nt,1,24,14,nt,4,nt
O=C(c1ccc(S(=O)(=O)N2CCCC2)cc1)N1CCCCCC1,0,-2,11,23,-2,-7,4,0
CC(C)c1ccc(NC(=O)Nc2nc(C(N)c3ccccc3)cs2)cc1 (stereo unspecified),-6,0,-4,-8,94*,nt,1,3
